Shiga inhibitor: blocks Shiga toxin action in Vero cells; Vero cells, Shiga toxin protein synthesis inhibition reporter; inhibition, % at 38.7 µM; actives 9.2% (n = 290,000); AID 2315; in the data active means inhibition mostly above about 28%, no sharp cut-off; inactive means mostly below about 43%; further: 0% is about no effect
Pf growth 96h: P. falciparum growth inhibition at 96 hour, primary screen for plastid delayed-death inhibitors | AID 504834 | P. falciparum luciferase reporter growth, 96 h | Potency, µM (titrated, usually from 28.7 µM), inactives show at the top dose activity change, negative = inhibition, actives largely listed as inhibitors | actives 6.9% (n = 320,000); further: potency means the concentration at half of the fitted maximal effect; on the % scale 0 is the no-effect control and ±100 the full control effect
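Infected RBCs, 2% Hct / 0.05% parasitemia final; luciferase-reporter P. falciparum; cpd 96 h, 37 C, 5% CO2; luciferase detection reagent; luminescence.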
Sm TGR block: blocks Schistosoma mansoni thioredoxin glutathione reductase | Q962Y6 | purified TGR, DTNB reduction, TNB absorbance 405 nm | Potency, µM (doses to about 114 µM), for inactives: at the highest dose activity change, negative = inhibition, hits mostly inhibitors | actives 3% (n = 360,000); further: potency means the concentration at half of the fitted maximal effect; on the % scale 0 is the no-effect control and ±100 the full control effect; nearly all actives have a fitted effect of over 60% in size
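First, TGR (20 nM dispensed) and NADPH were mixed with compound. Second, a 15 min room-temperature incubation followed. Third, further NADPH and then DTNB were added to start the reaction. Finally, TNB absorbance was monitored kinetically.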
CHX counter: counter-screen hit for Shiga toxin inhibitors, cycloheximide | cell reporter, cycloheximide protein synthesis inhibition counterscreen | max response, % | actives 12% (n = 300,000); in the data active means max response mostly above about 13%, no sharp cut-off; inactive means mostly below about 14%; further: read at 38.3 µM for the half of the compounds with a filed dose; 0% is about no effect
Pf growth 48h: P. falciparum growth inhibition at 48 hours (one generation). P. falciparum luciferase growth in erythrocytes, 48 h. Potency, µM (highest dose often 28.7 µM), without a hit: at the top dose activity change, negative = inhibition, most hits filed as inhibitors. actives 5.9% (n = 310,000). AID 504832; further: potency means the concentration at half of the fitted maximal effect; on the % scale 0 is the no-effect control and ±100 the full control effect
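Luciferase-expressing P. falciparum in infected erythrocytes (2% hematocrit, 0.1% parasitemia final) in RPMI 1640/0.5% Albumax were exposed to compound for 48 hours at 37 C, 5% CO2; growth read as luminescence.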
FBPA Giardia inh: blocks Giardia fructose-bisphosphate aldolase activity; purified Giardia FBPA; actives 0.71% (n = 290,000); Potency, µM (titrated, usually from 59.6 µM), inactives show top-dose activity, negative = inhibition, actives largely listed as inhibitors; AID 2451; A8B2U2; further: potency means the concentration at half of the fitted maximal effect; on the % scale 0 is the no-effect control and ±100 the full control effect; nearly all actives have a fitted effect of over 55% in size
Target sequence (A8B2U2 whole entry, looked up): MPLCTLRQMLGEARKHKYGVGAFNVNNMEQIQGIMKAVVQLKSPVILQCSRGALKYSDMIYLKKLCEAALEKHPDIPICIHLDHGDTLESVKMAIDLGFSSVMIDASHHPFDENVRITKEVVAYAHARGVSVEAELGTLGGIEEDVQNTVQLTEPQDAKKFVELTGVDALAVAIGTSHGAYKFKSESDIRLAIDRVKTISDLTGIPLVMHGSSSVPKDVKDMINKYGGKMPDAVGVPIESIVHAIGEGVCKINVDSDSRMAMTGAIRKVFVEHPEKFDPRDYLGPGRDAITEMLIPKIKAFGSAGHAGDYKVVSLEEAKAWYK
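Giardia FBPA (40 nM reagent) was preincubated 10 min at RT with compound (up to 57.5 uM final), then substrate plus GAPDH/TPI/NAD/arsenate coupling system with diaphorase/resazurin was added; resorufin fluorescence (525/598 nm) was read after 20 min.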
Starred values were filed as active, the others as inactive; i = inactive; ? = inconclusive; / = not tested or not shown; [ ] = remark or other dose. Unless noted, the call rests on the fitted dose curve; in most records, active means well fitted curve in the direction sought with a large enough effect; inconclusive means small, poorly fitted or top-dose-only effect, or another doubt; inactive means no such curve, though single readings can be large; an effect the other way counts as inactive or inconclusive.

SMILES | Shiga inhibitor | Pf growth 96h | Sm TGR block | CHX counter | Pf growth 48h | FBPA Giardia inh
N#CC1(NC(=O)COC(=O)CCCN=C2NS(=O)(=O)c3ccccc32)CCCCC1 | 8 | -1% | 11% | 9 | -3% | /
O=S(=O)(NCC(c1cccnc1)N1CCN(c2ccccc2F)CC1)c1cccs1 (configuration not stated) | 12 | ? | -27% | 6 | 13µM* | 14%
C=CCN(c1ccccc1)S(=O)(=O)c1ccc(Cl)c(C(=O)OCC(=O)N(C)C2CCS(=O)(=O)C2)c1 (configuration not stated) | 28 | ? | 5% | 0 | -7% | 2%
Cc1nnc(NC(=O)CCSc2ccc(Cl)cc2)s1 | -21 | -11% | -3% | -3 | 0% | 5%
COc1cc(OC)cc(OC)c1 | / | 4% | / | / | 10% | 4%
CC(=O)NC(=S)Nc1ccccc1F | 19 | -18% | 18% | 4 | 2% | 1%
Cc1ccc(C)c(S(=O)(=O)Nc2ccc(C(N)=O)cc2)c1 | 18 | 2% | / | 1 | -3% | 4%
COc1ccccc1C(=O)NCCC(=O)Nc1ncccc1C | -15 | ? | -3% | 1 | -19% | /
O=C(COC(=O)/C=C/c1cccc([N+](=O)[O-])c1)NCc1ccco1 | 19 | 35%[activator] | ? | 1 | 25% | 5%
CC(=O)Nc1ccc(NC(=O)CN2CCN(c3ccccn3)CC2)cc1 | -3 | 14% | -36% | -4 | 16% | 2%
CCN(CC)CCCNC(=O)c1cc2c(-c3ccc(Cl)cc3)nn(C)c2s1 | 14 | ? | -20% | 13 | / | -1%
CCSc1nnc(SCC(=O)N2CCN(C(=O)c3ccco3)CC2)s1 | 14 | -25% | 0% | -1 | -9% | /
O=C(NC1CCN(S(=O)(=O)c2ccccc2)CC1)c1ccc(F)cc1 | -2 | ? | 8% | 1 | 6% | -2%
COc1ccc(CC(=O)Nc2cc(S(=O)(=O)N3CCCCC3)ccc2N2CCN(C)CC2)cc1 | 3 | 6.6µM* | -3% | -2 | ? | 4%
COc1ccc(NC(=O)c2ccc(-c3ccc(C)c4ccccc34)o2)cc1 | 36 | 37%[activator] | 45µM* | 14 | 36%[activator] | -23%
COc1ccc(C(=O)N/C(=C\c2cn(C)c3ccccc23)C(=O)NCCCN2CCOCC2)cc1 | 8 | ? | -12% | -3 | ? | /
CCOc1cccc(CNCCO)c1OCc1ccc(Cl)cc1Cl | -6 | ? | -3% | -5 | ? | -5%
CN1CCN(NC(=O)c2ccc(Cl)c([N+](=O)[O-])c2)CC1 | -22 | / | 20% | 0 | -9% | 3%
CCCN(C(=O)COC(=O)Cn1c(=O)oc2ccccc21)c1c(N)n(Cc2ccccc2)c(=O)[nH]c1=O | / | 26% | 8% | / | 0% | /
Cc1ccc(C(=O)OCC(=O)NCC(F)(F)F)cc1C | 32 | 26% | 8% | 2 | 10% | 3%
Cc1ccc(-c2nc3ccccc3n3c(C)nnc23)cc1 | -11 | 84%[activator] | -1% | 1 | -15% | 6%
COc1cccc(CSc2nc3ccccc3[nH]2)c1 | 68 | 160%[activator] | -27% | 30* | 150%[activator] | -7%
CCn1cc(C(=O)NC2CCCCC2)c(=O)c2cc(S(=O)(=O)N(C)C)ccc21 | -2 | ? | -22% | 6 | 11% | 12%
CC(C#N)(NC(=O)CN1CCN(S(=O)(=O)c2ccccc2Cl)CC1)C1CC1 (configuration not stated) | / | ? | -5% | / | ? | /
O=C(Nc1ccon1)c1cccc(S(=O)(=O)N2CCCC2)c1 | -4 | / | -3% | 0 | 11% | 2%
O[C@H]1C2CCC1C(N1CCCCC1)CC2 (some centres not stated) | -11 | 4% | 3% | -5 | -2% | -3%
CN1CCN(CCP(=O)(c2ccccc2)c2ccccc2)CC1 | -6 | 9% | 8% | -1 | 1% | -1%
COc1ccc(Cl)cc1NC(=S)N1CCCC1 | -22 | ? | -2% | 11 | -1% | 0%
CCn1cc(C2N3CC4(C)CN2CC(C)(C3)C4=O)c2ccccc21 (configuration not stated) | -7 | 38%[activator] | 6% | -2 | / | 5%
O=C(C1CCCO1)N1CCN(C(=S)NC2CC2)CC1 (configuration not stated) | -6 | 0% | -3% | -2 | -3% | -1%
Cc1cccc(C)c1NC(=O)C1NC(=O)CC1c1ccccc1 (configuration not stated) | -20 | ? | -1% | -9 | / | 1%
COC(=O)c1cn(CC(=O)Nc2ccc(F)cc2)c2ccccc12 | 12 | 106%[activator] | 4% | -1 | 23% | 1%
CCCC1(c2ccccc2)NC(=O)N(CC(=O)Nc2cc(C)on2)C1=O (configuration not stated) | -5 | 12% | 7% | -1 | 15% | 8%
CCCCOP(=O)(c1ccc(N(C)C)cc1)C(O)c1cc(OC)ccc1OC (configuration not stated) | -2 | -25% | -12% | -4 | -11% | -4%
Cn1cccc1CC(=O)NNC(=S)Nc1ccc(Cl)cc1Cl | -14 | ? | -21% | -1 | 17% | -3%
COc1cc(Cl)ccc1OCc1cc(C(=O)N2CC[C@@H]3CCCC[C@H]3C2)no1 | 120* | -30% | -10% | 39* | ? | 11%
CNc1cc(C)nc(N2CCOCC2)n1 | 9 | ? | 10% | -4 | -5% | 5%
COc1cc2[nH]c(=S)nc(NC3CCCC3)c2cc1OC | -8 | 83%[activator] | -15% | 1 | ? | ?
CCC(C(=O)N1CCN(C(=O)c2ccco2)CC1)n1sc2ccccc2c1=O (configuration not stated) | -4 | ? | 3% | -1 | -15% | -1%
CCOc1ccc(NC(=O)CSc2nc3cccnc3n2CCOC)cc1 | 27 | 61%[activator] | 0% | 3 | ? | 1%

An excerpt of these results, with values under each structure:
Under each structure: Shiga inhibitor, Pf growth 96h, Sm TGR block, CHX counter, Pf growth 48h, FBPA Giardia inh
- COC(=O)c1cn(CC(=O)Nc2ccc(F)cc2)c2ccccc12
  12, 106%[activator], 4%, -1, 23%, 1%
- CCCC1(c2ccccc2)NC(=O)N(CC(=O)Nc2cc(C)on2)C1=O (configuration not stated)
  -5, 12%, 7%, -1, 15%, 8%
- CCCCOP(=O)(c1ccc(N(C)C)cc1)C(O)c1cc(OC)ccc1OC (configuration not stated)
  -2, -25%, -12%, -4, -11%, -4%
- Cn1cccc1CC(=O)NNC(=S)Nc1ccc(Cl)cc1Cl
  -14, ?, -21%, -1, 17%, -3%

Sorted by heavy-atom count (highest first): part of the list above.
SMILES | Shiga inhibitor | Pf growth 96h | Sm TGR block | CHX counter | Pf growth 48h | FBPA Giardia inh
CCn1cc(C(=O)NC2CCCCC2)c(=O)c2cc(S(=O)(=O)N(C)C)ccc21 | -2 | ? | -22% | 6 | 11% | 12%
CCCC1(c2ccccc2)NC(=O)N(CC(=O)Nc2cc(C)on2)C1=O (configuration not stated) | -5 | 12% | 7% | -1 | 15% | 8%
Cc1cccc(C)c1NC(=O)C1NC(=O)CC1c1ccccc1 (configuration not stated) | -20 | ? | -1% | -9 | / | 1%
Cn1cccc1CC(=O)NNC(=S)Nc1ccc(Cl)cc1Cl | -14 | ? | -21% | -1 | 17% | -3%

(more compounds)
SMILES | Shiga inhibitor | Pf growth 96h | Sm TGR block | CHX counter | Pf growth 48h | FBPA Giardia inh
CCOC(=O)N1CCC(NC(=O)C2CCN(C(=O)N3CCOc4ccccc43)CC2)CC1 | 12 | 32%[activator] | 0% | -3 | -10% | -3%
N#Cc1ccc(CN2C=NS(=O)(=O)c3ccccc32)cc1 | -9 | 4% | 8% | -2 | 7% | 3%
Cc1ccc(NC2=NCCCCC2)cc1C | -12 | -18% | -1% | -1 | 23% | 3%
CCOC(=O)c1sc(NC(=O)C2CC(=O)N(c3ccccc3C)C2)nc1C (configuration not stated) | 25 | 112%[activator] | 0% | -4 | -8% | -10%
CCCCN(C(=O)c1cc(Cl)nc2ccccc12)c1c(N)n(CCCC)c(=O)[nH]c1=O | / | -11% | -1% | / | ? | /
O=C(c1cccc(F)c1)N1CCN(C(=O)C(c2ccccc2)c2ccccc2)CC1 | -12 | -2% | -2% | -3 | -14% | 21%
CS(=O)(=O)N1N=C(c2cccs2)CC1c1ccccc1O (configuration not stated) | -5 | 7% | 19% | -2 | -16% | -1%
O=C(NCc1ccccn1)Nc1ccccc1C(F)(F)F | 17 | -25% | 0% | 15* | 6% | /
C=CCOc1c(Cl)cc(/C=N/O)cc1OC | -7 | -9% | -2% | -3 | -4% | -9%
Cc1ccc(NC(=O)c2cccc3cccnc23)cc1 | 111* | 171%[activator] | -2% | 35* | 85%[activator] | 4%
N/C(=N/OS(=O)(=O)c1ccc([N+](=O)[O-])cc1)c1ccncc1 | -25 | 14% | -10% | -1 | 8% | 6%
CN(CC(=O)Nc1ccc(F)cc1)C(=O)Cn1nnc(-c2ccccc2)n1 | -2 | ? | 7% | 6 | 13% | /
CCCCOCC1CC(CC#CCN2CCCCC2)C(=O)O1 (configuration not stated) | 11 | ? | 0% | -6 | 1% | ?
Cc1cccc(-n2c(N)cc(=O)nc2SCC(=O)Nc2nnc(CC(C)C)s2)c1 | -5 | ? | 4% | 24 | / | -3%
CN(Cc1ccc(F)cc1)C(=O)c1ccc(NS(=O)(=O)c2ccccc2)cc1 | / | 2% | 3% | / | ? | /
Cc1ccc(S(=O)(=O)CCC(=O)Nc2ccccc2N2CCCC2)cc1 | / | -2% | -24% | / | -27% | /
Cc1ccc2c(c1)N(CC(=O)NCC1CCCO1)C(=O)C(C)O2 (configuration not stated) | -18 | 27% | 5% | -2 | -1% | 0%
O=c1oc2cc(O)c(Cl)cc2c2ccccc12 | 33 | 25% | -7% | -3 | 11% | 6%
Fc1ccc(/C=N/n2c(-c3cccs3)n[nH]c2=S)cc1 | -10 | 0% | -5% | -3 | 11% | 14%
Cc1ccc(-c2c(C)cc3oc(=O)cc(-c4ccccc4)c3c2C)cc1 | i | / | / | 16 | / | 5%[89.2 µM]

Screens: PubChem BioAssay, National Center for Advancing Translational Sciences (NCATS)
